# From PubChem
# PostGolgi ctrl: growth of the yeast control strain, post-Golgi counter-screen. efflux-deficient yeast background strain, growth absorbance A615, 16 h. inhibition, % at 10 µM. actives 5% (n = 98,000). AID 738
# H69AR growth 86K: blocks growth of human H69AR lung tumor cells; H69AR lung tumor viability, ATP luminescence, 72 h; stronger effect = lower value; viability, % at 10 µM; actives 6% (n = 85,000);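 active = viability at or below 40%; inactive = viability above 40%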;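 also: multidrug resistant small cell line overexpressing MRP-1 efflux transporter; 100% = mean luminescence of untreated control wells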
# S1P2 antag: blocks the human S1P2 receptor. O95136. actives 0.21% (n = 97,000). inhibition, % at 5 µM. cell-based S1P2 antagonist assay, inhibition at 5 uM; in the data active = inhibition above about 45%;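 also: CRE beta-lactamase reporter cells expressing human S1P2 stimulated with S1P; 0% = agonist at EC80 alone and 100% = agonist plus reference antagonist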
# Target sequence (O95136 whole entry, looked up): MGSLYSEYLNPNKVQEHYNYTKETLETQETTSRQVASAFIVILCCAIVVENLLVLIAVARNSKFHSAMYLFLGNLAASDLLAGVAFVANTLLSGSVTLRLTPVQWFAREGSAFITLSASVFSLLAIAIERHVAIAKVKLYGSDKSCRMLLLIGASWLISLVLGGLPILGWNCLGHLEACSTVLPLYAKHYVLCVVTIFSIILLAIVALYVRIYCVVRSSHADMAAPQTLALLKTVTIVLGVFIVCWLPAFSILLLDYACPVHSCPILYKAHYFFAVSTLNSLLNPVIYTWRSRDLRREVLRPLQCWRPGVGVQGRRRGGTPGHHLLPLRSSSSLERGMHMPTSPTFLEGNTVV
# Lung fibro prol: blocks proliferation of human lung fibroblasts | AID 719 | actives 1.1% (n = 85,000) | viability, % at 10 µM | LL 47 human lung fibroblast viability, ATP luminescence; stronger effect = lower value;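 active = viability at or below 50% in the single dose screen; inactive = viability above 50%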;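 also: compound exposure lasted 72 h before the ATP readout; 100% = median luminescence of untreated cell-only wells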
#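 Test system: LL 47 human lung fibroblasts / Quantity: 1,150 cells in each well / Medium: IMEM growth medium with 15% fetal bovine serum / Incubation: 72 h compound exposure at 37 °C after overnight plating / Detection: CellTiter-Glo luminescence measuring cellular ATP / Read-out: % viability versus median cells-only luminescence / Benchmarks: cell-only wells, no compound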
# PostGolgi yeast: growth inhibition of a yeast mutant, post-Golgi transport screen. post-Golgi transport phenotypic cell assay. inhibition, % at 10 µM. actives 0.9% (n = 98,000);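 also: yeast cells grown in 1536-well plates; yeast grown about 18 h at 30C before absorbance read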
# Ecoli WT expand: growth inhibitors of E. coli BW25113 wild type; OD600 absorbance; growth inhibition, % at 100 µM; actives 0.15% (n = 98,000);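 active = growth inhibition above about 50% at one test dose, limit read from the data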;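 also: growth measured after 20 h incubation at 37 °C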
# S1P2 ag: S1P2 (human) receptor agonism; AID 729; activation, % at 4.5 µM; O95136; actives 0.46% (n = 97,000); S1P2-expressing cell line, agonist reporter read-out; in the data active = activation above about 16%;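 also: 0% = vehicle low control and 100% = maximal reference agonist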
# DAT uptake mod: human DAT dopamine uptake with cocaine, either direction; LLC-PK1 hDAT cells, [14C]-dopamine uptake with cocaine IC80; actives deviate in either direction; actives 1.3% (n = 110,000); B-score at 10 µM; Q01959;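 active = Z score or B-score, a plate-position-corrected score, falls beyond the plate's 99.7% confidence bounds, in either direction; inactive = both scores lie inside the 99.7% bounds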;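 also: scored against the spread of the other compound wells on the same plate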
# Target sequence (Q01959 whole entry, looked up): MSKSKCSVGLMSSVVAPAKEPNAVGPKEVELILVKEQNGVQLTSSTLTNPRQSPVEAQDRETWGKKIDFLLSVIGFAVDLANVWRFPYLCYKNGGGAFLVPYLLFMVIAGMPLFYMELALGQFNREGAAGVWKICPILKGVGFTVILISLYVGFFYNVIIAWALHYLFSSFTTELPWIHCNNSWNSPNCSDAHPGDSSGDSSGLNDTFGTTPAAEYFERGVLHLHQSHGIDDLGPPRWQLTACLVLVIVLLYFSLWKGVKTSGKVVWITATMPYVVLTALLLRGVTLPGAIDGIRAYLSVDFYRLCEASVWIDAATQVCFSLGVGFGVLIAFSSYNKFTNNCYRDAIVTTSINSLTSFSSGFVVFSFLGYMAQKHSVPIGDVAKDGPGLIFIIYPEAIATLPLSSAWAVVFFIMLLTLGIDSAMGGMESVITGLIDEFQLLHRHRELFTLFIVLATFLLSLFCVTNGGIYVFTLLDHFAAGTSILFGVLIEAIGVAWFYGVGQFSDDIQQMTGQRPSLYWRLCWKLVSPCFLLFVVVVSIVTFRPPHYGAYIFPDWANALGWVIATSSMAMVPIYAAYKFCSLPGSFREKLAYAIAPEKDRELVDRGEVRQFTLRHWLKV
# HUVEC prolif 384: blocks proliferation of human endothelial cells; HUVEC proliferation, CellTiter-Glo luminescence, 72 h; stronger effect = lower value; viability, % at 10 µM (by protocol); actives 1.1% (n = 86,000);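 active = viability at or below 30%; inactive = viability above 30%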;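 also: 100% = median luminescence of DMSO-only cell control wells on each plate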
# Numbers without * were called inactive; / = not tested or not shown. Rule as the data show it, unless noted: active = inhibition above about 30%; inactive = the rest.
SMILES,PostGolgi ctrl,H69AR growth 86K,S1P2 antag,Lung fibro prol,PostGolgi yeast,Ecoli WT expand,S1P2 ag,DAT uptake mod,HUVEC prolif 384
COC(=O)C1=C(COc2ccc(F)cc2)NC(=O)NC1c1ccc(C)cc1C (configuration not stated),25,/,-16,/,12,-7,-6,0.044,/
CC(OC(=O)c1nsc(Cl)c1Cl)C(=O)NCc1cccs1 (configuration not stated),0,96,2,99,-9,-4,-4,-1.9,104
O=C(CSc1cc(Cl)ccc1Cl)NCC1CCCO1 (configuration not stated),-1,/,-6,/,-3,7,0,0.088,/
O=C(COC(=O)c1ccccc1)NCC1CCCO1 (configuration not stated),1,101,1,103,-1,4,0,-1.6,101
CC(=O)c1ccc(N2CCN(c3ccc(S(=O)(=O)N4CCN(C)CC4)cn3)CC2)cc1,8,104,6,97,3,-7,-9,-0.067,101
CCOc1ccc(C(=O)/C=C/c2ccccc2C(F)(F)F)cc1,5,/,-12,/,-7,-1,-5,-0.037,/
CCOC(=O)C1CCN(C(=O)Cn2cccc2C(=O)c2ccccc2)CC1,7,84,-29,96,4,-7,0,0.48,93
CCOC(=O)c1oc2ccccc2c1CSc1nnc(-c2ccco2)o1,/,80,/,96,/,/,/,-0.31,118
O=C(NC1CCCC1)c1cccnc1N1CCCCCC1,0,94,2,113,-1,-7,-12,0.0004,98
CC1(C)CC(=O)c2cc(OCC(=O)NCCN3CCOCC3)ccc2O1,25,110,-4,104,7,1,-8,-0.61,96
O=C(Nc1ccc(C#Cc2ccccc2)cc1)C1CC1,9,/,10,/,1,-9,-7,-0.5,/
Cn1c(=O)cc(OCC(=O)N2CCCc3ccccc32)c2ccccc21,22,84,/,97,17,1,/,0.22,89
COc1ccc(-n2c(SCC(=O)NCC3CCCO3)nc3ccccc32)cc1 (configuration not stated),-5,93,-1,96,0,-9,-2,1.1,86
CN(C)S(=O)(=O)c1ccc(C(=O)N2CCN=C2SCc2cccnc2)cc1,-2,88,-7,93,3,2,-5,-0.74,106
O=C(CC(NS(=O)(=O)c1ccc(Cl)cc1)c1ccco1)NCc1cccnc1 (configuration not stated),5,91,12,97,1,1,-6,0.45,100
O=C(CN(Cc1ccccc1)S(=O)(=O)c1ccc2c(c1)OCCO2)N/N=C/c1ccc(F)cc1,23,/,14,/,-3,-15,-5,0.25,/
Nc1ccccc1SCC(=O)Nc1ccc(N2CCOCC2)cc1,2,90,16,103,-4,-1,-6,-0.43,77
CCCNC(=O)C1CC(=O)N(c2ccc(OCC(=O)Nc3cc(C)cc(C)c3)cc2)C1 (configuration not stated),/,80,/,102,/,/,/,-0.7,95
CCN1CCN(C(=O)C2CCN(C(=O)c3cc4sccc4n3CC)CC2)CC1,-11,83,15,97,-9,7,-8,0.63,96
Cc1ccc2nc3c(c(C(=O)O)c2c1)CCC3,2,95,5,102,-12,-4,-5,-0.48,93

# Sorted by the number under S1P2 ag (rising): three of the compounds above
SMILES,S1P2 ag
O=C(NC1CCCC1)c1cccnc1N1CCCCCC1,-12
CCOc1ccc(C(=O)/C=C/c2ccccc2C(F)(F)F)cc1,-5
COc1ccc(-n2c(SCC(=O)NCC3CCCO3)nc3ccccc32)cc1 (configuration not stated),-2

# Continuation:
SMILES,PostGolgi ctrl,H69AR growth 86K,S1P2 antag,Lung fibro prol,PostGolgi yeast,Ecoli WT expand,S1P2 ag,DAT uptake mod,HUVEC prolif 384
COc1cc2c(cc1OC)CN(CC(=O)Nc1ccc3c(c1)OC(F)(F)O3)CC2,-1,/,1,/,12,9,-4,/,/
Cc1csc(NC(=O)CSc2ncn(-c3ccccc3)n2)n1,2,84,18,103,0,-1,-8,-1.5,91
Clc1ccc(-n2nnnc2-c2cnc(-c3ccncc3)nc2-c2cccs2)cc1,/,9.8*,-3,92,/,/,-3,-0.55,76
Cc1c(NC(=O)NC(=O)c2ccc(F)cc2)c(=O)n(-c2ccccc2)n1C,3,100,9,97,-12,4,-5,0.018,98
COC(=O)c1ccccc1NC(=O)Oc1ccc(F)cc1,8,/,6,/,1,9,-6,1.4,/
CCOC(=O)c1c(NC(=O)CN2CCOCC2)sc2c1CCCC2=O,26,55,/,107,-4,-1,/,0.3,102
CCOC(=O)Cc1csc(NC(=O)CSc2nnc(C)n2C)n1,3,99,-20,96,-4,8,-4,-0.72,88
c1coc(-c2ncc[nH]2)c1,9,94,17,103,0,-8,-4,-0.34,99
CCN=C1S/C(=C\c2ccc(Sc3ccc(Cl)cc3)o2)C(=O)N1CC,3,/,-11,/,-5,-10,-1,0.44,/
N#CC1=C(N)OC2=C(C(=O)CCC2)C1c1ccsc1 (configuration not stated),0,100,7,91,22,-1,-5,-0.44,97
COc1cc(C2CC(=O)n3c(nc4ccccc43)S2)cc(OC)c1OC (configuration not stated),/,101,-11,104,/,/,-7,0.62,99
COC(=O)[C@H](C)NC(=O)Nc1ccccc1F,4,95,18,107,14,-2,0,-0.17,99
Cc1cc(O)c(C=Nc2cccc(Cl)c2)c(=O)o1,-10,97,/,95,-1,2,/,0.63,102
COc1ccccc1Nc1nc(N)nc(CN2CCCCCC2)n1,-8,81,16,103,3,-3,-5,-0.33,85
O=C(c1ccccc1)c1cc(-c2ccccc2)on1,18,98,-14,97,2,-4,-6,0.69,100
Brc1ccc(-c2nc3ncccn3c2Nc2ccc3c(c2)OCCO3)o1,16,85,-9,96,-5,5,-1,1.5,91
CC(C)NC(=O)COC(=O)c1ccccc1Oc1ccccc1,10,/,-26,/,-13,1,-3,1.5,/
CCN(CC(=O)NC1CCCC1)S(=O)(=O)c1ccc(C)cc1,-4,99,2,108,2,9,1,-0.57,104
COc1ccc(C(=O)Nc2ccc(S(=O)(=O)Nc3cc(C)nc(C)n3)cc2)c(OC)c1,2,46,3,93,-2,-6,-3,-0.15,89
Cc1cc(C)c(-n2c(C)cc(/C=C3/NC(=O)NC3=O)c2C)c(C)c1,64*,17*,16,90,4,4,0,-0.13,74
COc1ccc(/C=N/N=C2/NC(=O)C(c3ccccc3)(c3ccccc3)S2)cc1,1,98,7,108,-1,-9,-5,-0.018,102
CC(C)Oc1cc2oc(=O)c3c(c2cc1Cl)CCC3,5,99,15,95,1,-5,0,0.53,97
COC(=O)C1=C(NC(=O)c2ccc(C)cc2)CCS1,3,/,12,/,6,0,0,-0.029,/
O=C(CCN1CCc2ccccc2CC1)c1ccc2c(c1)OCCO2,14,101,13,89,-1,8,-8,-1.3,102
NNc1nc(Nc2ccccc2)nc(N2CCCCC2)n1,11,90,-8,92,-5,12,-5,0.73,88
C=CCn1c(SCC(=O)N2CCc3ccccc3C2)nc2sc(C)cc2c1=O,50*,/,-2,/,0,-6,-4,-0.08,/
Cc1ccc(N2C(=O)C(Cc3ccccc3)NC2=S)cc1 (configuration not stated),6,/,-18,/,-2,8,-8,-0.27,/
O=C(Nc1cccc(F)c1)c1c(F)c(F)c(F)c(F)c1F,4,67,6,88,0,8,-1,-0.82,89
O=C1CCCC2=C1C(c1ccccc1)CC(=O)N2c1ccccc1 (configuration not stated),35*,92,15,101,-2,-2,-4,0.0025,104
Cc1ccc(Cn2c(=O)n(Cc3ccco3)c(=O)c3ccccc32)cc1,7,98,/,93,5,-2,/,0.61,83
O=C(NCCc1ccccc1)C1CC(=O)N(C2CCCCCC2)C1 (configuration not stated),10,92,/,98,10,0,/,-0.057,102
Cc1nc2nc(-c3cccnc3)nn2c(C)c1Cl,-1,86,4,94,2,3,0,-0.14,97
Cc1ccc(C)c2[nH]c(=O)c(CN(Cc3ccc4c(c3)OCO4)Cc3nnnn3Cc3ccco3)cc12,6,62,15,94,-1,-8,-4,0.97,64
CCc1nc(N)c(C#N)c(-c2ccc(OC)c(OC)c2)c1C,17,82,-20,91,8,-4,-1,0.14,109
O=C(CN1C(=O)CNC1=O)Nc1cccc(C(F)(F)F)c1,5,84,17,97,0,4,-4,-0.45,78
CC(C)Cc1ccc(S(=O)(=O)N2CCN(C(=O)c3ccco3)CC2)cc1,27,94,2,98,8,-1,-6,0.39,105
O=C(CSc1nc2ccccc2[nH]1)NCc1ccco1,8,92,9,100,0,12,-11,0.074,91
CCC(=NC1CC(C)(C)NC(C)(C)C1)C1=C(O)CC(C)(C)CC1=O,5,102,13,96,-6,3,-2,-1.3,87
Cc1nc(NC(=O)/C=C/c2ccccc2)sc1C(=O)Nc1ccc(Cl)cc1,-8,/,-8,/,-4,-10,-9,2.2,/
Cc1cc(Cl)ccc1OCCCC(=O)NCC1CCCO1 (configuration not stated),2,92,9,109,8,-1,-5,0.64,109

# A different layout for part of the listing above.
canonical_smiles	PostGolgi ctrl	H69AR growth 86K	S1P2 antag	Lung fibro prol	PostGolgi yeast	Ecoli WT expand	S1P2 ag	DAT uptake mod	HUVEC prolif 384
Cc1ccc(N2C(=O)C(Cc3ccccc3)NC2=S)cc1 (configuration not stated)	6	/	-18	/	-2	8	-8	-0.27	/
O=C(Nc1cccc(F)c1)c1c(F)c(F)c(F)c(F)c1F	4	67	6	88	0	8	-1	-0.82	89
O=C1CCCC2=C1C(c1ccccc1)CC(=O)N2c1ccccc1 (configuration not stated)	35*	92	15	101	-2	-2	-4	0.0025	104

# The results go on.
SMILES,PostGolgi ctrl,H69AR growth 86K,S1P2 antag,Lung fibro prol,PostGolgi yeast,Ecoli WT expand,S1P2 ag,DAT uptake mod,HUVEC prolif 384
CC(=O)c1c(C(C)=O)c(C)n(-c2ccc(N)c(C)c2)c1C,2,59,-8,103,24,3,-3,-1.3,96
O=C(/C(=C/O)N=Nc1ccc(Cl)cc1)c1ccncc1,7,/,6,/,19,6,-6,-0.061,/
CC1(C)CC(NC(=O)c2cccc3ccccc23)CC(C)(C)N1,-4,87,-21,92,1,-8,0,0.076,88
CCOC(=O)C1=C(N)n2c(s/c(=C/c3ccccc3)c2=O)=C(C(=O)OCC)C1c1ccccc1 (configuration not stated),0,9.5*,20,66,-20,-8,-2,/,99
Cc1ccc(C(=O)NC2CCS(=O)(=O)C2)cc1S(=O)(=O)N1CCCCC1 (configuration not stated),19,89,0,104,-5,-6,-1,-0.098,101
COc1ccc(C)cc1-n1c(-c2ccncc2)n[nH]c1=S,1,63,-5,96,3,-1,-6,1.6,98
CC(C)(C)n1nnnc1C(c1ccncc1)N1CCCCCC1 (configuration not stated),-7,/,-5,100,0,12,-8,0.56,99
Cn1nnnc1SCc1nc2ccccc2s1,6,102,-21,/,0,1,-7,-0.46,97
Cc1nnc(-c2cnn(-c3ccccc3)c2N)n1Cc1ccc(F)cc1,5,/,6,/,0,5,-2,0.29,/
CCOc1ccc(S(=O)(=O)Nc2ccccc2SC)cc1,14,31*,-10,85,-4,7,-2,-1.9,80
Cc1ccc(NC(=O)C2C(c3ccccc3)C=CC(c3ccccc3)C2C(=O)O)cc1 (configuration not stated),6,/,-17,/,2,-3,-4,-0.11,/
N#Cc1cc2c(nc1SCC(=O)O)CCCC2,11,87,-12,96,-1,-3,0,-0.18,91
COc1cccc(-n2nnnc2SCC(=O)Nc2nc3c(s2)CCCC3)c1,/,57,-16,97,/,/,-3,0.52,69
NC(=O)c1ccccc1N/C=C/C(=O)c1ccc(F)cc1,-1,60,29,81,-5,6,-2,1.5,77
CCOC(=O)c1cnc(SCC(=O)Nc2ccc(N3CCOCC3)c(Cl)c2)nc1N,23,94,1,103,-17,8,-6,1.7,113
Cc1nn2c(c1-c1ccccc1)N=C(c1ccco1)CC2c1ccccc1 (configuration not stated),32*,88,8,100,-1,-19,-4,-1.3,92
COc1cc(OC)cc(C(=O)NCC2CCCO2)c1 (configuration not stated),-2,95,/,100,5,4,/,-0.047,102
O=C(O)CCc1ccc(S(=O)(=O)NCCc2ccccc2)cc1,5,99,13,98,-2,4,-5,-0.77,99
CN(C)c1nc2c(c(N)nn2-c2ccc(Cl)cc2)c(=O)o1,1,/,12,/,-9,-2,-7,-0.42,/
